# Screening results deposited in PubChem by several laboratories.
# SMARCA2 activ = SMARCA2 (BRM) function activators, primary screen, cell-based, luminescence, high throughput | MG213 cells, MMTV-luciferase reporter, dexamethasone, overnight | activation, % at 9.1 µM | 1% of 370,000 active | AID 652017, 2013; in the data active = activation above about 7.8%;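 note: 0% = vehicle wells and 100% = reference activator wells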
# ARFGAP1 inhibitor = inhibitors of rat ARFGAP1 GAP activity, primary screen, biochemical, fluorescence polarization, GDP tracer | 0.26% of 360,000 active | ADP-ribosylation factor GTPase-activating protein 1 (Rattus norvegicus), Q62848 | Arfgap1-stimulated ARF1 GTP hydrolysis, GDP FP detection | inhibition, % at 16.5 µM | AID 651572, 2012;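 active = inhibition above a per-plate limit, mean inhibition of low control wells plus 3 SD, cut at about 25% in these data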;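 note: 0% = DMSO wells with enzyme and 100% = wells lacking Arfgap1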
#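 Material: rat Arfgap1 GAP domain (His6, aa 1-136), purified enzyme. Also added: human ARF1(Δ1-17)-GTP substrate. Compound dosing: 16.5 µM single point, 1.26% DMSO. Timing: enzyme reaction 120 min at 25 °C after 20 min preincubation. Signal: GDP detection by fluorescence polarization. Read-out basis: percent inhibition of GAP-stimulated GDP formation, scaled between DMSO and no-Arfgap1 medians.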
# NPR2 activator = human GC-B receptor activators, primary screen, HEK293 GC-B cells, cGMP TR-FRET, EC30 CNP | activation, % at 10 µM | 0.11% of 370,000 active | 0% at EC30 CNP, 100% saturating CNP | AID 1920062, 2024 | Atrial natriuretic peptide receptor 2 (Homo sapiens), P20594;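 active = activation at 10 µM reaching about 35% in either raw or pattern-adjusted values, limit read from the data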
# Target sequence (P20594 whole entry, looked up): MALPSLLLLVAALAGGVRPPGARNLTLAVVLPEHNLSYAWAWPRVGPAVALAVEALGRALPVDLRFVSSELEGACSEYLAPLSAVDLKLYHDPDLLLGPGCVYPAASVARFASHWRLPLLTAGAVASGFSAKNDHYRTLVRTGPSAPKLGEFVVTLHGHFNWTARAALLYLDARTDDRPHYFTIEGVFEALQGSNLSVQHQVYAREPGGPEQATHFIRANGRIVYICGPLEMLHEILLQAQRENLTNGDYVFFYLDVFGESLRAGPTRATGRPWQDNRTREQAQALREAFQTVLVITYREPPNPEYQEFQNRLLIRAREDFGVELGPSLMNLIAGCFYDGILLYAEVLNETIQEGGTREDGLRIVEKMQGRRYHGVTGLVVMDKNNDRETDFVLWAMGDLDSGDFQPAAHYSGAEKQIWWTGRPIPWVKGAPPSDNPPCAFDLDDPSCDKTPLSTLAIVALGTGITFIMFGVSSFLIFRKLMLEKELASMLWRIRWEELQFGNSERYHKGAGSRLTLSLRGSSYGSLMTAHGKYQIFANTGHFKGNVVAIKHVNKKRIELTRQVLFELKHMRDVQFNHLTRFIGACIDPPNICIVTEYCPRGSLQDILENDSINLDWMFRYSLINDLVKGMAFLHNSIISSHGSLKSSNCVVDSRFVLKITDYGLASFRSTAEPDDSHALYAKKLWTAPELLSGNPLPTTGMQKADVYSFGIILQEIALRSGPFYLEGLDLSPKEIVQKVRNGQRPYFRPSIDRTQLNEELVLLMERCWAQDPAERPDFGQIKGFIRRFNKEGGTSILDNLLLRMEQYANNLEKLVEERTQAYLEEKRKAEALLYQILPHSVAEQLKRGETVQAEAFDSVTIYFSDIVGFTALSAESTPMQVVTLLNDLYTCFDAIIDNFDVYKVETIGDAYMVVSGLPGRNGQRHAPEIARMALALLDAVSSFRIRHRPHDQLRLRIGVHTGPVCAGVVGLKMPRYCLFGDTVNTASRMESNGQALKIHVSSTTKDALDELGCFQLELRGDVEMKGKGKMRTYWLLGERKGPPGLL
# ABHD4 inh = ABHD4 inhibitors, primary screen, biochemical, fluorescence polarization, mouse. AID 720543, 2013. purified mABHD4, FP-Rh probe fluorescence polarization. 0.54% of 370,000 active. inhibition, % at 8.92 µM. (Lyso)-N-acylphosphatidylethanolamine lipase (Mus musculus), Q8VD66;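 active = inhibition exceeding the mean over every tested compound plus 3 SD, cut at about 30% in these data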;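 note: 0% = plate median of compound wells and 100% = S159A mutant with DMSO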
#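 Assay system: wild-type mouse ABHD4 protein; compound: single nominal dose of 8.92 µM, 0.89% DMSO final; schedule: 45 min + 60 min at 25 °C; measured by: FP readout, ex 525 nm / em 598 nm; evaluation: % inhibition of FP-Rh probe binding versus controls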
# HTRA1 inhibitor = HTRA1 serine protease inhibitors, primary screen, biochemical, fluorescence polarization, HTS; Q92743; recombinant HTRA1, FP-rhodamine activity-based probe; inhibition, % at 5.96 µM; 0.5% of 340,000 active; in the data active = inhibition above about 36%;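 note: 0% = enzyme with DMSO and 100% = wells lacking enzyme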
# PG9 Ab binder = binders of HIV-1 gp120 antibody PG9, primary screen, biochemical, TR-FRET. HIV-1 gp120 / PG9 antibody interaction. TR-FRET gp120-PG9 antibody binding. inhibition, % at 6.7 µM. 0.43% of 360,000 active; in the data active = inhibition above about 8.5%
# ASAP1 GAP inh = inhibitors of human ASAP1 ArfGAP activity, primary screen, biochemical, fluorescence polarization; ASAP1-stimulated ARF1 GTP hydrolysis, GDP FP detection; inhibition, % at 16.5 µM; Arf-GAP with SH3 domain, ANK repeat and PH domain-containing protein 1 (Homo sapiens), …; AID 624377, 2012; 0.19% of 360,000 active; in the data active = inhibition above about 25%;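 note: 0% = vehicle with enzyme and substrate and 100% = no enzyme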
# GC-A act = GC-A stimulated cGMP production enhancers – HEK293 GC-A cells, cGMP TR-FRET, EC30 ANP, primary screen | Atrial natriuretic peptide receptor 1 (Homo sapiens), P16066 | 0% at EC30 ANP, 100% saturating ANP | activation, % at 10 µM | 0.14% of 370,000 active; in the data active = activation above about 40%
# Rev-erbA mod = modulators of Rev-erb alpha DNA binding, primary screen, biochemical, FITC-DNA, fluorescence polarization, uHTS; activity, % at 10 µM; Rev-erbα–FITC-DNA binding, 90 min; 0.79% of 370,000 active; AID 1259318, 2017; Nuclear receptor subfamily 1 group D member 1 (Homo sapiens), P20393;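 active = activity above about 14%, limit read from the data; passing the limit was not always enough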;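 note: 0% = DMSO wells with 35 nM protein and 100% = DMSO wells with 750 nM protein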
# rCAG RNA binder = binders of r(CAG) RNA repeats, primary screen, biochemical, fluorescence; r(CAG) RNA repeat, TO-PRO-1 dye displacement fluorescence; inhibition, % at 3 µM; 1.3% of 370,000 active; AID 651821, 2012;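 active = inhibition above the plate cutoff, the mean of all test compounds on that plate plus 3 SD, cut at about 35% in these data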;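 note: 0% = DMSO alone and 100% = 100 µM mitoxantrone as full dye displacement; higher means more dye released from RNA so lower well fluorescence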
# * marks the source's active call; other numbers are inactive results; nt = no result given.
SMILES,SMARCA2 activ,ARFGAP1 inhibitor,NPR2 activator,ABHD4 inh,HTRA1 inhibitor,PG9 Ab binder,ASAP1 GAP inh,GC-A act,Rev-erbA mod,rCAG RNA binder
CC(C)C[C@H]1CNC(=S)N1C[C@H]1CCCN1C[C@H](CC(C)C)N1C[C@H](Cc2ccc(O)cc2)N(CCc2ccccc2)C1=S,1,13,0,-4,nt,-0.9,13,1,-1,10
CCOc1ccc(NS(=O)(=O)c2ccc(C(=O)NCC(c3ccc(OC)cc3)N3CCOCC3)cc2)cc1 (configuration not stated),-1,17,-6,-6,-7,0.3,-8,0,1,-3
COc1cccc(C2C(C(=O)c3cccs3)=C(O)C(=O)N2CCN2CCOCC2)c1OC (configuration not stated),1,5,6,-3,0,2.1,-13,3,-5,6
CO[C@H]1/C=C/O[C@@]2(C)Oc3c(C)c(O)c4c(O)c(c5c(c4c3C2=O)NC2(CCN(CC(C)C)CC2)N=5)=NC(=O)/C(C)=C\C=C\[C@H](C)[C@H](O)[C@@H](C)[C@@H](O)[C@@H](C)[C@H](OC(C)=O)[C@@H]1C,-2,5,0,4,20,-9.4,-9,0,1,8
O=C(O)CC(C(=O)O)N1C(=O)/C(=C/c2ccc(-c3nc4ccccc4s3)o2)SC1=S (configuration not stated),0,-37,-1,38*,15,-6.3,-12,-1,-5,62*
CC(=O)OCC1(C)CN(c2ccccc2)N(C(C)=O)C1=O (configuration not stated),2,-1,-2,-1,1,-0.6,-9,2,2,-2
COc1ccc(C(=O)N(c2ccccn2)C2CCCCC2)c(OC)c1,0,14,-4,8,8,-0.3,14,-3,2,-5
Clc1ccc(CSc2nnc(-c3sccc3-n3cccc3)o2)cc1,0,4,-1,-28,-30,-0.4,5,-6,4,9
Cc1cc(OC(C)C(=O)NCCCN2CCOCC2)c2c(C)cc(=O)oc2c1 (configuration not stated),1,12,-1,0,3,-2.9,4,2,3,-8
COc1ccc(C2=NOC(Cn3nc(-c4ccccc4)cc3C(=O)NCc3ccco3)C2)cc1 (configuration not stated),0,21,-1,-2,-36,0.1,7,-2,0,5
Oc1ccccc1C=Nn1c(-c2ccccc2F)n[nH]c1=S,7,nt,2,2,nt,nt,nt,3,1,10
COc1ccccc1-n1c(SCc2cc(=O)oc3cc(O)ccc23)nc2ccccc2c1=O,-2,2,-4,-39,-56,-0.6,-2,-21,2,32
COCCNCC(=O)NCC12CC3CC(CC(C3)C1)C2,2,0,-2,4,2,-1.1,4,-3,-4,-2
CCC(C)(C)NC(=O)C(c1ccccc1Cl)N(C(=O)CCC(=O)Nc1cc(C)on1)c1ccc(NC(C)=O)cc1 (configuration not stated),-3,-11,9,-2,-3,-0.7,5,-4,-9,7
O=P(O)(OCc1ccccc1)OCc1ccccc1,-7,-4,0,-11,3,-0.6,4,4,-4,1
COc1ccccc1NC1=CC(=O)CC(c2ccccc2)C1 (configuration not stated),-4,-12,1,7,11,-1.8,7,0,-2,0
Cc1ccc(S(=O)(=O)N2CCCCC2)cc1C(=O)NCc1ccccn1,0,6,0,5,3,1.0,2,-3,3,0
CC(=O)c1cccc(NC(=O)c2ccc3ccccc3c2)c1,3,-19,-3,-12,-23,0.1,7,-1,-3,-2
CCOC(=O)N1CCN(CC(O)c2ccc3cc[nH]c3c2)CC1 (configuration not stated),-4,8,6,-1,21,-1.7,0,4,4,2
O=C(CSc1nc2cc(Cl)ccc2o1)c1cccs1,0,5,-13,-19,-19,0.2,-10,-2,2,3

# Shown with two lines to a compound: part of the list above
# Every second line gives: SMARCA2 activ | ARFGAP1 inhibitor | NPR2 activator | ABHD4 inh | HTRA1 inhibitor | PG9 Ab binder | ASAP1 GAP inh | GC-A act | Rev-erbA mod | rCAG RNA binder
> Oc1ccccc1C=Nn1c(-c2ccccc2F)n[nH]c1=S
→ 7 | nt | 2 | 2 | nt | nt | nt | 3 | 1 | 10
> COc1ccccc1-n1c(SCc2cc(=O)oc3cc(O)ccc23)nc2ccccc2c1=O
→ -2 | 2 | -4 | -39 | -56 | -0.6 | -2 | -21 | 2 | 32
> COCCNCC(=O)NCC12CC3CC(CC(C3)C1)C2
→ 2 | 0 | -2 | 4 | 2 | -1.1 | 4 | -3 | -4 | -2
> CCC(C)(C)NC(=O)C(c1ccccc1Cl)N(C(=O)CCC(=O)Nc1cc(C)on1)c1ccc(NC(C)=O)cc1 (configuration not stated)
→ -3 | -11 | 9 | -2 | -3 | -0.7 | 5 | -4 | -9 | 7
> O=P(O)(OCc1ccccc1)OCc1ccccc1
→ -7 | -4 | 0 | -11 | 3 | -0.6 | 4 | 4 | -4 | 1
> COc1ccccc1NC1=CC(=O)CC(c2ccccc2)C1 (configuration not stated)
→ -4 | -12 | 1 | 7 | 11 | -1.8 | 7 | 0 | -2 | 0
> Cc1ccc(S(=O)(=O)N2CCCCC2)cc1C(=O)NCc1ccccn1
→ 0 | 6 | 0 | 5 | 3 | 1.0 | 2 | -3 | 3 | 0

# Further compounds
SMILES,SMARCA2 activ,ARFGAP1 inhibitor,NPR2 activator,ABHD4 inh,HTRA1 inhibitor,PG9 Ab binder,ASAP1 GAP inh,GC-A act,Rev-erbA mod,rCAG RNA binder
NS(=O)(=O)c1cccnc1Nc1cccc(Cl)c1Cl,1,0,-4,-3,-7,-2.0,4,-3,-5,11
O=C1C2CCCN2C(c2cccc(Br)c2)N1c1ccc(F)cc1 (configuration not stated),-1,7,-11,-1,-14,-0.7,9,-18,2,4
O=[N+]([O-])c1cccnc1Nc1ccc(Cl)cc1,-2,-5,3,4,2,0.2,-2,-2,10,1
O=C1OCCC1Sc1nnc(-c2ccco2)n1-c1ccccc1 (configuration not stated),4,-2,6,3,2,-1.0,4,7,0,-1
CC1C(=O)Nc2ccccc2N1C(=O)c1cccc(C(F)(F)F)c1 (configuration not stated),-4,2,2,-11,-11,0.2,1,-17,1,-2
CCCCn1c(N)c(N(CC(C)C)C(=O)c2ccc(S(=O)(=O)N(CC)c3ccccc3)cc2)c(=O)[nH]c1=O,0,-9,6,5,-1,0.4,9,0,-3,4
CC(Sc1nnc(-c2ccncc2)n1C)C(=O)NCC(=O)Nc1ccc(F)c(F)c1F (configuration not stated),6,-1,4,-1,10,-0.7,3,3,-1,3
CCCCNC(=O)C[C@@H]1C[C@@]2(C(=O)OC)CCCCC=C2N(Cc2cccc3ccccc23)C1=O,-3,15,1,-11,nt,-0.5,7,-5,7,3
C/C(Cn1cnc([N+](=O)[O-])n1)=N\NC(=O)c1ccc(O)cc1O,6,4,-2,1,4,-1.9,7,3,3,3
Cc1c(C(=O)N2CCN(c3ccccn3)CC2)oc2c1C(=O)CC(C)(C)C2,-4,-12,5,-3,8,0.0,-11,2,3,-8
CCOc1ccc(OCc2ccc(C(=O)NC(C)(C)C)o2)cc1,-2,-5,0,9,-2,-0.2,6,2,4,-7
Cc1cc(C)c2nc(NCCCNC(=S)NCCCN(C)C)c(C#N)cc2c1,5,-3,0,8,-11,-0.6,-9,7,-1,6
O=C1NC(=O)C(c2ccccc2)(c2ccccc2)N1S(=O)(=O)c1ccccc1,4,-2,4,5,0,-0.6,0,-1,0,22
O=C(CN1C(=O)CC(c2ccccc2)S(=O)(=O)c2ccccc21)N1CCCCC1 (configuration not stated),3,10,3,-6,0,-2.4,5,4,-7,0
COc1ccc(C(C)NC(=O)C2CCN(CCCc3ccccc3)CC2)cc1OC (configuration not stated),-3,-4,7,-6,nt,-2.2,-6,1,-2,2
Cc1cccc(NC(=O)C(=O)N/N=C/c2ccncc2)c1,2,-11,0,0,3,-2.6,9,-1,1,-1
CN(Cc1cnn(C)c1)C(=O)CC1C(=O)NCCN1Cc1cccc(Oc2ccccc2)c1 (configuration not stated),-1,-5,4,0,-1,-0.2,-10,-3,-5,-1
Cc1nc(N)nc(N)c1-c1ccc([N+](=O)[O-])cc1,3,13,-2,-1,0,-2.2,17,1,10,0
COc1ccc2c(c1)OCC(O)(c1ccccc1)C2=O (configuration not stated),-4,8,-9,3,-3,-4.0,2,-7,-2,0
CN1CCN(c2nc(-c3ccc(C(C)(C)C)cc3)nc3ccccc23)CC1,-1,9,-7,3,-23,-0.3,6,-13,-7,-4
C/C(Cc1ccccc1)=N\NC(=O)CNC(=O)c1cccc(Br)c1,1,-8,2,0,-9,-2.8,-11,0,0,1
CC(=O)c1c(C)n([O-])c2cc(F)c(F)cc2[n+]1=O,4,-5,5,1,4,1.4,12,2,-2,1
O=C(NCC1OCCc2ccccc21)c1cc(COc2ccc(F)cc2Cl)on1 (configuration not stated),-2,-2,3,-2,-7,0.8,4,7,1,-2
COc1ccc(C(=O)c2c(C)c3cc(C)ccc3n2CC(O)CN2CCOCC2)cc1 (configuration not stated),1,-8,-10,7,0,-2.5,26*,3,0,-8
O=C(NC(c1ccccc1)c1ccc2ccccc2n1)C1CCN(Cc2cccc(C(F)(F)F)c2)CC1 (configuration not stated),-3,10,-7,-16,nt,-0.7,-4,-4,2,1
Cc1nc2ccc(NC(=O)c3ccc(Cl)c(S(=O)(=O)N(C)c4ccccc4)c3)cc2s1,-6,9,4,-10,-15,-1.5,3,-2,5,10
CC(C)Oc1ccc(C2CC(=O)N(c3ccccc3)C2=O)cc1 (configuration not stated),0,5,-2,0,0,-0.4,6,3,4,-8
